Screening data deposited in PubChem by several laboratories.
HIV peptide binding: cell-free HIV fusion peptide-binding blockers – biochemical, uHTS, fluorescence dequenching, primary screen (AID 1986); cell-free peptide binding, fluorescence dequenching, 30 min; higher % means a stronger effect; inhibition, % at 20 µM; hits with a dose series show IC50 in µM; hit rate 0.3% among 290,000; in the data active = inhibition mostly above about 52%, no sharp cut-off; inactive = mostly below about 76%; note: some results filed as inactive read as strong as hits
GPR35 arrestin U2OS: GPR35 antagonists blocking zaprinast-driven arrestin recruitment, primary screen, imaging, U2OS, beta-arrestin-GFP, zaprinast agonist (AID 2058); U2OS GPR35 beta-arrestin-GFP translocation imaging, zaprinast antagonism; higher % means a stronger effect; inhibition, % at 10 µM, or IC50 in µM where a hit was titrated; hit rate 0.052% among 290,000;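 active = inhibition of at least 50% with at least 30 cells and total cytoplasm GFP at most 10,000,000; inconclusive = under 30 cells or total GFP of 10,000,000 plus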
SIAH1 antagonists: Siah-1 peptide-binding antagonists, primary screen, biochemical, fluorescence polarization, rhodamine-plectin, uHTS (AID 1817) | Siah-1 / rhodamine-plectin peptide fluorescence polarization; higher % means a stronger effect | hit rate 0.02% among 290,000 | one-dose displacement, % at 20 µM; IC50 in µM for titrated hits;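 active = displacement of at least 50% at 20 µM, with a fluorescence ratio check between 0.3 and a set limit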;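 note: plate controls were Siah plus tracer with DMSO for no effect and tracer alone without Siah for full effect; strong numbers were not always called active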
GPR55 LPI antagonism: inhibition of LPI-stimulated GPR55 beta-arrestin translocation – imaging, U2OS, beta-arrestin-GFP, LPI agonist, primary screen (AID 2013) | hit rate 0.13% among 290,000 | inhibition, % at 10 µM, or IC50 in µM where a hit was titrated | U2OS GPR55 beta-arrestin-GFP translocation imaging, LPI antagonism; higher % means a stronger effect;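 active = spots per cell inhibited over 60%, with over 100 cells counted and total cytoplasm intensity under 500,000; inconclusive = wells with under 100 cells, flagged as likely toxic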;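 note: U2OS cells stably carrying GPR55 and arrestin-GFP stimulated by 5 µM LPI near EC80; imaged beta-arrestin-GFP aggregate spots per cell after agonist stimulation; plate controls were LPI-stimulated DMSO wells for no effect and DMSO wells without LPI for full effect; some results filed as inactive read as strong as hits; confirmed hits need IC50 under 10 µM and bright autofluorescent wells are also inconclusive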
NTR1 ag: agonists of NTR1, primary screen, imaging, U2OS cells, beta-arrestin-GFP, high content (AID 493036) | NTR1-U2OS beta-arrestin-GFP spot imaging, agonist mode | hit rate 0.17% among 330,000 | activation, % at 20 µM;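 active = activation at or above 40% of the spot to cytoplasm intensity ratio, with at least 20 cells analyzed; inconclusive = wells under 20 cells, flagged as cytotoxic or low count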;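 note: 0% = DMSO without peptide and 100% = 100 nM NTR1 peptide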
Target sequence (P30989 whole entry, looked up): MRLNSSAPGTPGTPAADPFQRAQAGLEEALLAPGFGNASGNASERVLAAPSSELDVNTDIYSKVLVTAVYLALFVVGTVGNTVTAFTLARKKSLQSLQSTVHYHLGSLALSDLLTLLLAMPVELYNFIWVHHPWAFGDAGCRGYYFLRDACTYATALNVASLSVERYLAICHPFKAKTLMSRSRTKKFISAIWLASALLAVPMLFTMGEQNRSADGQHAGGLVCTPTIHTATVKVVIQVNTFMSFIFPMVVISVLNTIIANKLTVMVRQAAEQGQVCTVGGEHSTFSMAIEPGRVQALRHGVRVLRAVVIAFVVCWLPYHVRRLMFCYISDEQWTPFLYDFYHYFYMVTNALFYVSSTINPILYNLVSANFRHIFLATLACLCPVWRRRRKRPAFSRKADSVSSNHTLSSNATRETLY
MgcRacGAP inhibition: MgcRacGAP GTPase-activating activity inhibitors, confirmation, biochemical, ADP Hunter fluorescence | hit rate 0.6% among 340,000 | one-dose inhibition, % at 30 µM; IC50 in µM for titrated hits | MgcRacGAP-stimulated Rac1 GTP hydrolysis, ADP Hunter fluorescence; higher % means a stronger effect; GST-tagged Rac1 F28L mutant substrate;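 active = first-screen hits whose inhibition reached a set limit at any dose in the follow-up dose series; inconclusive = inhibition above the set first-screen limit but never retested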;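 note: fluorescence reports GDP produced by GAP-driven GTP hydrolysis; strong numbers were not always called active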
LYP phosphatase: PTPN22 lymphoid phosphatase activity blockers – biochemical, fluorescence intensity, uHTS (AID 1779). recombinant LYP phosphatase, fluorescence intensity; higher % means a stronger effect. inhibition, % at 11.5 µM, or IC50 in µM where a hit was titrated. hit rate 0.054% among 290,000; in the data active = inhibition above about 50%;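 note: plate controls were vehicle with enzyme for no effect and no enzyme for full effect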
PhoP inhibition: inhibitors of PhoP regulon expression, primary screen, Salmonella Typhimurium, GFP reporter (AID 1863); one-dose inhibition, % at 50 µM; IC50 in µM for titrated hits; S. Typhimurium PhoP-regulated promoter GFP reporter, 4 h; higher % means a stronger effect; hit rate 0.16% among 300,000;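 active = inhibition over 29.93%, a cutoff 3 SD above the screen mean, later confirmed by dose response; inconclusive = inhibition over 29.93% but no dose response follow-up; inactive = inhibition at most 29.93% or unconfirmed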;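 note: 0% = low Mg2+ inducing control and 100% = high Mg2+ repressing control; strong numbers were not always called active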
Myeloid diff 2: compounds promoting myeloid differentiation; ER-HoxA9 myeloid progenitors, lysozyme-GFP differentiation, flow cytometry; calls only at 10 µM; hit rate 1% among 360,000; AID 624256;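 active = normalized GFP-positive differentiation at or above the plate's own cutoff, the solvent-only control mean plus 3 SD; inconclusive = no clear call, values can overlap the other calls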;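 note: cells exposed to compound for four days before flow analysis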
NTR1 ag cell count 20 µM: second read-out of NTR1 ag, no call of its own (marks repeat the call); cell count; measured here: cell count, cytotoxicity flag
Myeloid diff 2 GFP+ MAC1+ %: recorded beside Myeloid diff 2, whose call it bears; GFP+ MAC1+ double positive, %; measured here: differentiation confirmed by MAC1 staining
* marks the source's active call; other numbers are inactive results; i = inactive; ? = inconclusive; / = no result given. No enrichment for hits (roughly 2.4% active in at least one column).

nr	structure	HIV peptide binding	GPR35 arrestin U2OS	SIAH1 antagonists	GPR55 LPI antagonism	NTR1 ag	NTR1 ag cell count 20 µM	MgcRacGAP inhibition	LYP phosphatase	PhoP inhibition	Myeloid diff 2	Myeloid diff 2 GFP+ MAC1+ %
1	CS(=O)(=O)NCCCCNc1ccc(C(F)(F)F)cc1[N+](=O)[O-]	-0.8%	12%	10%	-2%	0.9	38	1%	-6%	5%	i	0.1
2	Cc1nc2ccc(NC(=O)NCCO)cc2s1	2.4%	-6%	1%	9%	-1.0	37	-3%	-2%	-5%	i	2.5
3	CC(Sc1ccc(Cl)cc1)C(=O)NCC(c1ccco1)N1CCCCC1 (configuration not stated)	/	/	/	/	-1.2	44	13%	/	-6%	i	1.2
4	Cc1ccc(S(=O)(=O)c2nc(C)oc2N2CCOCC2)cc1	0.8%	8%	-6%	6%	-0.1	56	3%	-3%	0%	i	0.1
5	CC1CCN(C(=O)Cn2cc(C(=O)C3CC3)c3ccccc32)CC1	-1.1%	-11%	6%	10%	1.6	44	9%	-1%	8%	i	1.0
6	COc1ccc(C)cc1NS(=O)(=O)c1cn(C)c(=O)n(C)c1=O	0.6%	-11%	-3%	0%	-0.6	88	6%	-1%	17%	i	1.9
7	Cc1ccc(C(=O)NCC(=O)OCC(=O)c2cc(C)n(Cc3ccco3)c2C)cc1	3.1%	-29%	2%	9%	-1.4	45	8%	-4%	10%	i	0.9
8	O=C(NCc1nnc(SCC(=O)N2CCOCC2)o1)c1ccccc1F	-0.8%	-19%	3%	9%	0.3	89	-38%	-8%	2%	i	0.4
9	COc1ccc(CC(=O)Nc2ccc(OC(C)=O)cc2C(=O)O)cc1	3.6%	-5%	-3%	-19%	-0.1	58	5%	-10%	-7%	i	0.5
10	CN(C)CCn1c2c(c(SCC(=O)NCc3ccccc3)nc1=O)CCC2	/	/	/	/	2.2	42	6%	/	2%	i	0.5
11	C[C@H]1COc2c(C3(N)CC3)c(F)cc3c(=O)c(C(=O)O)cn1c23	0.0%	-9%	-2%	-1%	/	/	/	-3%	?	/	/
12	Cc1ccc(NC(=O)C2CCN(C(=O)[C@@H]3Cc4ccccc4CN3)CC2)cc1	9.1%	3%	0%	-9%	0.2	67	8%	-12%	-7%	i	0.6
13	Cc1ccc(-n2nc3c(=O)n(CCCC(=O)NC4CCC(C)CC4)nc(C)c3c2C)cc1 (configuration not stated)	-1.1%	17%	-6%	8%	0.5	37	2%	-13%	5%	?	/
14	CCOC(=O)C1CCCN(CC(=O)Nc2c(C(=O)OC)[nH]c3ccc(C)cc23)C1 (configuration not stated)	-1.3%	5%	2%	9%	-0.2	105	3%	-4%	2%	i	1.4
15	CCc1csc(CCNC(=O)C2CCC(=O)N(CCOC)C2)n1 (configuration not stated)	0.7%	-11%	-2%	5%	-0.1	62	7%	-4%	-4%	i	3.9
16	NS(=O)(=O)c1ccc(CCNC(=O)CN2CCN(Cc3cccc4ccccc34)CC2)cc1	-1.1%	-2%	3%	0%	-1.4	46	3%	-9%	5%	i	0.4
17	Cn1c(CSCc2ccccc2)nnc1SCC(=O)Nc1ccc(C(=O)O)cc1	0.1%	-3%	0%	2%	-0.7	30	6%	1%	-7%	i	0.5
18	CCc1nc2n(n1)C(O)c1cc([N+](=O)[O-])ccc1S2 (configuration not stated)	-1.8%	2%	-2%	-1%	2.2	46	10%	-4%	-5%	i	0.7
19	COc1cc(Cl)c(S(=O)(=O)NCCCN2CCOCC2)cc1Cl	-0.9%	-4%	-1%	2%	-1.0	38	-2%	-7%	15%	i	1.3
20	Cc1ccc(Cn2nc(C)c3cc(C(=O)OCC(N)=O)sc32)cc1	-1.0%	-2%	1%	-9%	4.2	54	16%	-6%	23%	i	0.8
21	CC(C)Nc1nc(NC(C)C)nc(N(C#N)CCOc2ccc(Cl)cc2Cl)n1	-1.2%	-4%	6%	-25%	20	36	1%	10%	2%	i	5.0
22	COc1ccc(OC)c(S(=O)(=O)N2C(C)CCCC2C)c1 (configuration not stated)	-1.7%	3%	0%	1%	-2.1	69	6%	-5%	20%	i	1.9
23	O=C(CN1C(=O)c2ccccc2C1=O)NCC(=O)OCC(=O)c1cccc([N+](=O)[O-])c1	1.6%	9%	2%	12%	-0.4	39	-1%	-5%	-9%	i	0.2
24	Brc1ccc2nc(CSc3ncn[nH]3)cn2c1	1.3%	14%	1%	3%	-1.0	42	8%	-6%	3%	i	0.7
25	O=C(O)c1ccc(/C=N/Nc2nc3ccccc3[nH]2)cc1	0.4%	-1%	-6%	3%	-0.7	72	14%	3%	-4%	i	0.2

More results:
nr	structure	HIV peptide binding	GPR35 arrestin U2OS	SIAH1 antagonists	GPR55 LPI antagonism	NTR1 ag	NTR1 ag cell count 20 µM	MgcRacGAP inhibition	LYP phosphatase	PhoP inhibition	Myeloid diff 2	Myeloid diff 2 GFP+ MAC1+ %
26	CCN(CC)CCCNC(=O)C1CCCN(c2nnc(N3CCCC3=O)s2)C1 (configuration not stated)	-1.3%	-8%	-1%	4%	0.7	84	8%	1%	2%	i	0.5
27	O=C(c1cccnc1)N1CCc2ccccc2C1	4.1%	2%	4%	2%	-1.9	51	2%	-9%	5%	i	5.0
28	N#CCCC12CCCCC1=Nc1ccccc12 (configuration not stated)	-0.1%	-6%	2%	6%	0.6	90	7%	-5%	2%	i	1.0
29	Cc1ccc2cc(NC(=O)c3ccccc3C)ccc2n1	-0.8%	-1%	0%	2%	-1.8	92	15%	-4%	9%	i	0.7
30	CCN1C=C(Cc2ccc(OC)cc2)C2=C(C1)C(c1ccc(OC)cc1)C(C#N)=C(N)O2 (configuration not stated)	11%	-2%	17%	12%	0.3	53	3%	9%	-10%	i	0.7
31	CCOC(=O)C1CCN(C(=O)c2ccc(CNS(=O)(=O)c3ccc(C)cc3)cc2)CC1	0.8%	-18%	4%	-8%	1.1	50	6%	-3%	-4%	i	0.5
32	COc1ccc(/C=C/C(O)=C2/C(=O)NC3(C)CC2c2ccccc2O3)c(OC)c1OC (configuration not stated)	3.0%	-12%	14%	8%	3.0	46	14%	2%	-6%	i	1.0
33	N#Cc1nc(-c2ccco2)oc1NCCc1ccccc1	1.5%	0%	-1%	0%	-1.1	53	2%	4%	1%	i	1.3
34	CCCCCOc1ccc(C(C)(O)C(CN2CCOCC2)c2ccccc2)cc1 (configuration not stated)	-0.8%	2%	1%	-4%	13	96	4%	-3%	7%	i	1.1
35	COc1ccc(-c2noc3c2-c2nc(-c4ccccc4F)sc2CC3)cc1	2.5%	4%	8%	2%	6.8	78	4%	-6%	12%	i	1.1
36	CC12CCC(C(=O)N(c3ccc(Cl)cc3)C1=O)C2(C)C (configuration not stated)	-1.4%	-11%	3%	-1%	1.3	50	6%	-5%	14%	i	0.9
37	Cc1ccc(C)c(S(=O)(=O)Nc2ccc3[nH]c(=O)[nH]c3c2)c1	-1.5%	0%	-2%	5%	0.9	47	4%	-14%	4%	i	2.1
38	O=C(C1CCCO1)N1CCN(C(=S)Nc2ccccc2F)CC1 (configuration not stated)	0.0%	2%	-2%	4%	4.9	56	2%	3%	2%	i	0.5
39	CCOc1c(Cl)cnn(-c2ccc(C)cc2)c1=O	-0.5%	12%	1%	18%	-0.1	62	6%	-1%	-3%	i	0.2
40	COc1cccc(C(CC(=O)NCC2CCCO2)NS(=O)(=O)c2ccc(C)cc2)c1OC (configuration not stated)	2.9%	7%	-2%	4%	/	/	8%	-6%	-11%	i	0.6
41	O=C(NCc1ccc(Cl)cc1)C(=O)c1c[nH]c2ccccc12	2.9%	-8%	-2%	3%	-1.1	73	2%	5%	8%	i	0.1
42	CC(C)=C(NC(=O)c1ccccc1)C(=O)N/N=C/c1ccc(O)cc1	2.0%	-5%	10%	3%	0.7	67	102µM*	-4%	0%	i	1.7
43	O=c1c(-c2ccc3c(c2)OCCO3)coc2cc(O)cc(O)c12	0.4%	-11%	-7%	9%	0.2	73	9%	-4%	5%	i	3.2
44	O=C1CN(C(=O)CSc2nnc(Nc3ccccc3)s2)c2ccccc2N1	-3.2%	-7%	0%	1%	0.0	60	5%	-5%	18%	i	0.3
